SENP8 inh: SENP8 (human) protease inhibition | Q96LD8 | recombinant SENP8, Nedd8 substrate fluorescence | inhibition, % at 20 µM | 0.64% of 360,000 active; in the data active = inhibition mostly above about 40%, no sharp cut-off; inactive = mostly below about 27%
Target sequence (Q96LD8 whole entry, looked up): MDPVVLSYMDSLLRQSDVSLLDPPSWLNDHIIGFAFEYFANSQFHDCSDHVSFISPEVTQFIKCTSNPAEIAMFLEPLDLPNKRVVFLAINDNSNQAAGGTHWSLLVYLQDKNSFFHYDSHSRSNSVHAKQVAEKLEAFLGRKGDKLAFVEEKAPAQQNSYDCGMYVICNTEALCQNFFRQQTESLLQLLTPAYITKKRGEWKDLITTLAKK
PfGluPho inh: PfG6PD (Plasmodium falciparum) enzyme inhibition; PfGluPho enzyme, NADPH resazurin-diaphorase fluorescence; inhibition, % at 20 µM; 0.78% of 350,000 active;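 active = inhibition reaching at least a set limit at 20 µM in the primary screen, cut at about 59% in these data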;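 also: 0% = DMSO wells with substrate and 100% = DMSO wells lacking glucose-6-phosphate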
SENP6 inh: inhibitors of human SENP6 protease; AID 2599; 1.8% of 330,000 active; inhibition, % at 10 µM; Q9GZR1; Recombinant SENP6 catalytic domain, aminoluciferin luminescence;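 active = inhibition above about 50% at the single tested dose, limit read from the data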;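 also: plate controls were DMSO wells with enzyme for no effect and DMSO wells lacking enzyme for full effect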
SENP7 inh: blocks the human protease SENP7 | AID 434973 | inhibition, % at 5 µM | recombinant SENP7, Z-RLRGG-aminoluciferin luminescence, 40 min | 1.5% of 330,000 active;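 active = inhibition above about 50% at the single test dose, limit read from the data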;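 also: plate controls were DMSO with enzyme for no effect and no enzyme buffer wells for full effect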
Target sequence (Q9BQF6 706-1050 limits assumed): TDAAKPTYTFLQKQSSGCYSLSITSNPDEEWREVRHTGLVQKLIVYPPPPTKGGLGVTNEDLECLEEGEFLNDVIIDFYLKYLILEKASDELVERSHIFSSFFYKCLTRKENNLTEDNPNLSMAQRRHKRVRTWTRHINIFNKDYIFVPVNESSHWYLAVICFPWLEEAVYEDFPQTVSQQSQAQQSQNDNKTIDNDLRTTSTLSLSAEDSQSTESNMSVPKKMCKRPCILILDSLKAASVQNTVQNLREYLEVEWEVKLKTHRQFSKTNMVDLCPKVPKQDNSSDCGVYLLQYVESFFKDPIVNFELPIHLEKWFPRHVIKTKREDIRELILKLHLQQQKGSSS
MPTP block: blocks calcium-induced mitochondrial swelling; isolated mouse mitochondria, Ca2+ swelling absorbance, 30 min; inhibition, % at 10 µM; 1.4% of 360,000 active; AID 602449;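 active = inhibition of 50% or more, scaled per plate between neutral and stimulator controls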;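 also: 0% = DMSO wells given calcium and 100% = 1 mM EGTA wells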
ATG4B inh: ATG4B (human) cysteine protease inhibition. Q9Y4P1. AID 504462. ATG4B cleavage of LC3-PLA2, NBD-HPC fluorescence, 1 h. inhibition, % at 8.33 µM. 0.51% of 340,000 active; in the data active = inhibition above about 40%
Target sequence (Q9Y4P1 whole entry, looked up): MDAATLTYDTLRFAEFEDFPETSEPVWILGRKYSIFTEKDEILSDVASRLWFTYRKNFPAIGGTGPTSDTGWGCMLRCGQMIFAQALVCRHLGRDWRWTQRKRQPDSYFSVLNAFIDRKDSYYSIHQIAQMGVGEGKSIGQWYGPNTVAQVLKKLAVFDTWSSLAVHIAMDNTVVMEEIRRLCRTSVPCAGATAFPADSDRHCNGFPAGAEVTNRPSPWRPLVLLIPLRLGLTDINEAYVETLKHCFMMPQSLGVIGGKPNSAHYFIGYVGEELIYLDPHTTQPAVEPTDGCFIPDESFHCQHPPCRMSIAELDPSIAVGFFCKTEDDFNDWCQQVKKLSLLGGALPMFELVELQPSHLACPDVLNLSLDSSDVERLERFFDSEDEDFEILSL
HKDC1 inhibitor: blocks human hexokinase HKDC1 activity; Q2TB90; recombinant HKDC1, G6PDH/diaphorase resazurin coupled fluorescence; inhibition, % at 20 µM; 0.16% of 340,000 active; AID 493160;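 active = inhibition above about 35% when tested at 20 µM, limit read from the data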;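 also: plate controls were DMSO wells with enzyme for no effect and DMSO wells lacking enzyme for full effect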
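Assay system: recombinant HKDC1 hexokinase; detection: coupled resazurin fluorescence, excitation 525 nm, emission 613 nm; benchmarks: DMSO-plus-enzyme-mix negative control, buffer-substituted positive control; compound dosing: single 20 µM dose; schedule: 90 min at room temperature in dark; also added: glucose plus 1 mM ATP as hexokinase substrates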
GRIN3A LBD mod: modulators (binders) of human NR3A ligand-binding domain; NR3A LBD differential scanning fluorimetry, Tm shift; 0% = protein alone, 100% = glycine-bound protein; AID 1259313; Tm shift relative to glycine control, % at 25 µM; 2.5% of 340,000 active;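 active = melting temperature shift of at least 10% of the positive control shift, at one fixed dose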
* = called active by the depositor; i = inactive; nt = no result given.

nr	canonical_smiles	SENP8 inh	PfGluPho inh	SENP6 inh	SENP7 inh	MPTP block	ATG4B inh	HKDC1 inhibitor	GRIN3A LBD mod
1	OCC[C@H]1C[C@H](O)[C@@H](O)[C@@]2(CCCc3ccccc3O2)O1	5	-7	-10	14	-0.5	5	2	5
2	COc1ccc(-c2noc(Cc3ccccc3OC)n2)cc1	20	-21	-3	0	0.3	-4	-4	5
3	Cc1cc(C)cc(N(C(=O)CNC(=O)c2ccco2)C(C(=O)NC2CCCC2)c2cccnc2)c1 (stereo unspecified)	11	2	-3	0	1.3	-13	5	1
4	O=C(CN1CCC(n2nnc3cc(F)ccc32)CC1)NCCc1nc2ccccc2[nH]1	13	-5	14	52*	-0.8	-14	-7	-1
5	Cc1ccc(S(=O)(=O)Nc2ccc(O)c(S(=O)(=O)c3ccc(C)cc3)c2)cc1	-12	-24	12	-9	-0.4	2	-4	-7
6	Clc1ccc(-c2nn3c(C4COc5ccccc5O4)nnc3s2)cc1 (stereo unspecified)	6	-7	-25	-4	0.1	-10	1	-3
7	Cc1[nH]c2ccc(F)cc2c1CCN1C(=O)OC(C)(C)C1(C)O (stereo unspecified)	21	4	-2	7	1.1	0	-4	1
8	O=C(c1ccccc1)N1CCN(c2n[nH]c(=O)[nH]c2=O)CC1	17	-21	0	1	-1.7	1	-6	0
9	CCN(CC)c1ccc(/C=N/n2c(C)nc3ccccc3c2=O)cc1	-135	11	16	10	4.1	7	-5	-1
10	O=C(O)CCc1ccc(-c2cccs2)n1NC(=O)c1ccc(Cl)cc1Cl	-13	-3	18	-3	-1.9	14	-1	0
11	CCOC(=O)c1c(NC(=O)COC(=O)c2nccnc2N)sc2c1CCC2	i	-6	nt	nt	-0.4	-33	-3	0
12	COCCN(Cc1cc2cccc(C)c2[nH]c1=O)C(=O)c1ccccc1	-36	-10	-2	2	-0.8	-6	-1	1
13	N#CCCN(CCC#N)S(=O)(=O)c1ccc(C(=O)Nc2nc(-c3ccccc3)c(C(=O)c3ccccc3)s2)cc1	-15	-41	-15	-4	2.4	-9	-4	12*
14	CCN(CC(=O)NCc1ccc(Cl)cc1)C(=O)COc1ccc(Cl)cc1Br	-5	-4	5	2	-0.3	1	-2	-3
15	C1CCCN(CCCCN2CCCCCC2)CC1	11	-12	0	-8	-1.3	0	-1	2
16	CCN1CCN(c2nc(C)c3c(n2)CC(C)CC3=O)CC1 (stereo unspecified)	24	-3	19	-3	-1.2	3	-1	-1
17	COc1ccc(/C=C2\C(=O)NC(=S)N2C(=O)c2ccc(F)cc2)cc1	-118	-18	nt	nt	2.0	29	13	1
18	Cc1ccc(C(=O)NN2C(=O)CSC2=S)cc1	14	-6	7	2	0.4	-7	-3	-4
19	COc1cc(C(=O)NCc2nnc(SCC(=O)Nc3nccs3)o2)cc(OC)c1OC	15	-13	-8	-9	1.8	1	-10	1
20	O=C(Cn1nnc2c(cnn2-c2ccc(F)cc2)c1=O)c1ccccc1F	-334	-2	-12	1	2.9	12	4	3
21	O=C(O)c1csc(-n2nc(-c3ccccc3)cc2C(F)(F)F)n1	-94	-6	-6	4	-1.3	4	-8	0
22	CCCC1C(C(=O)OCC)=C(C)NC(C)=C1C(=O)OCC	-302	10	-5	3	-0.9	-4	0	-2
23	CC(OC(=O)CN1C(=O)NC2(CCCC2)C1=O)C(=O)Nc1cccc(Cl)c1Cl (stereo unspecified)	8	-11	2	-1	-0.1	4	-5	0
24	CCN(CC)S(=O)(=O)c1cccc(NC(=O)COC(=O)/C=C/c2ccco2)c1	13	-2	-2	-1	1.5	-13	-5	-3
25	CCc1cccc(NS(=O)(=O)c2ccc3c(c2)N(C)CCO3)c1	7	11	1	5	3.0	8	0	1
26	CCn1c(SCC(=O)NCCCN2CCCC2=O)nnc1-c1cccc(C)c1	2	-22	-4	-2	0.3	-2	-3	1
27	O=C(COc1coc(CN2CCc3ccccc32)cc1=O)Nc1ccccc1	15	9	-12	16	-0.3	1	-1	1
28	CCOC(=O)c1cc2c(ccn2C)n1CC(=O)Nc1ccc(F)cc1	-26	-2	-1	-2	-2.9	1	-9	-2
29	O=C(c1cc(COc2ccc(F)cc2F)on1)N1CCCC(c2ccccc2)C1 (stereo unspecified)	10	-1	-14	-10	-0.2	4	3	-7
30	Cc1ccc(S(=O)(=O)N2CCN(C(=O)N(C)C)CC2)cc1	8	-37	0	0	0.1	0	-8	-1
31	Nc1cc([N+](=O)[O-])ccc1N1C(=O)CCCC1=O	9	-5	-1	-9	0.2	-11	-2	5
32	O=C(Nc1nccs1)C1CCCN(S(=O)(=O)c2cccnc2)C1 (stereo unspecified)	13	15	-3	8	-2.1	-2	-7	-2
33	FC(F)(F)c1ccccc1NC(=S)N/N=C1\CC2CC=CC12 (stereo unspecified)	11	11	nt	nt	0.5	-1	-8	0
34	CN(CC(=O)Nc1ccc(F)cc1)C(=O)c1cc([N+](=O)[O-])ccc1N1CCOCC1	12	-6	-12	-12	-0.8	2	-2	0
35	O=C(COC(=O)c1ccc2c(c1[N+](=O)[O-])C(=O)c1ccccc1C2=O)NC1CC1	34*	60*	38	1	1.6	-14	25	1
36	CC(=O)N1c2ccc(S(=O)(=O)NCCC(=O)Nc3cccc(Cl)c3)cc2CC1C (stereo unspecified)	8	7	9	-13	1.1	-5	-2	-1
37	CC1CCCCN1C(=O)COC(=O)c1cc(-c2cccs2)nn1-c1ccccc1 (stereo unspecified)	0	9	-12	2	3.3	-8	2	-1
38	COc1ccc(S(=O)(=O)CCC(=O)Nc2cc(C)ccc2OC)cc1	4	13	0	-2	1.9	-8	-6	0
39	Cn1cccc1C(=O)OCc1nc2ccccc2c(=O)[nH]1	-213	12	-4	-8	0.3	-20	6	-1
40	COc1ccccc1NC(=O)COC(=O)c1ccccc1C(=O)N1CCN(c2ccccc2)CC1	5	-1	-7	5	-0.7	-10	-3	0
41	CC1=NN(C(=O)Cc2ccccc2)C(O)(c2cccnc2)C1 (stereo unspecified)	10	-18	-11	12	-0.9	4	13	-2
42	COc1ccc(N/N=C(\C#N)C(=N)N2CCOCC2)cc1	16	11	-30	-8	-1.5	0	-7	2
43	O=C(NCc1ccccc1Br)c1cccc2c1C(=O)c1ccc(N3CCC(Cc4ccccc4)CC3)cc1S2(=O)=O	-64	3	11	9	0.4	14	-8	0
44	COc1cc(NC(=O)c2cccs2)c(C(=O)OCC(=O)NCc2ccccc2)cc1OC	-52	-8	-12	-8	2.9	1	3	-1
45	COc1ccc(/C=C/C(=O)Nc2c(C)nn(C)c2C)cc1COc1ccc(Br)cc1	13	-9	3	1	8.1	-3	-1	-9
46	O=C(NCCS(=O)(=O)c1ccc(Br)cc1)c1ccc(Cl)cc1Cl	7	-2	-6	1	-1.0	-8	2	2
47	Cc1onc(-c2ccccc2)c1C(=O)Nc1ccc2c(c1)OCO2	8	4	-4	-3	-1.6	-5	-6	2
48	O=C(CS(=O)CC(=O)Nc1cccnc1)Nc1ccc(F)cc1 (stereo unspecified)	10	-9	15	3	-2.6	3	3	-3
49	C#CCOCCOCCOCCNc1nc(N2CCN(C(=O)Cn3cc(CCCN=C(N)N)nn3)CC2)nc(N2CCN(C(=O)[C@H](CCCCN)n3cc(CCCC)nn3)CC2)n1	25	8	0	-1	0.1	-4	2	2
50	O=C(O)c1ccc2c(c1)N(Cc1ccccc1F)C(=O)c1ccccc1S2=O (stereo unspecified)	1	-22	-2	1	-0.4	2	1	1

From entry 26 as far as 27, copied from above:
nr	canonical_smiles	SENP8 inh	PfGluPho inh	SENP6 inh	SENP7 inh	MPTP block	ATG4B inh	HKDC1 inhibitor	GRIN3A LBD mod
26	CCn1c(SCC(=O)NCCCN2CCCC2=O)nnc1-c1cccc(C)c1	2	-22	-4	-2	0.3	-2	-3	1
27	O=C(COc1coc(CN2CCc3ccccc32)cc1=O)Nc1ccccc1	15	9	-12	16	-0.3	1	-1	1

Of the compounds above, two contain a cyano group:
nr	canonical_smiles	SENP8 inh	PfGluPho inh	SENP6 inh	SENP7 inh	MPTP block	ATG4B inh	HKDC1 inhibitor	GRIN3A LBD mod
13	N#CCCN(CCC#N)S(=O)(=O)c1ccc(C(=O)Nc2nc(-c3ccccc3)c(C(=O)c3ccccc3)s2)cc1	-15	-41	-15	-4	2.4	-9	-4	12*
42	COc1ccc(N/N=C(\C#N)C(=N)N2CCOCC2)cc1	16	11	-30	-8	-1.5	0	-7	2

Further results follow.
nr	canonical_smiles	SENP8 inh	PfGluPho inh	SENP6 inh	SENP7 inh	MPTP block	ATG4B inh	HKDC1 inhibitor	GRIN3A LBD mod
51	COC(=O)C1CN(C(=O)c2cccc(OC(F)F)c2)c2ccccc2O1 (stereo unspecified)	4	9	-19	3	-0.7	-5	-4	0
52	CC1CC(CCN)(c2ccccc2)C(C)CN1C (stereo unspecified)	14	-5	-12	2	-2.6	12	-4	2
53	CCc1ccc(-c2n[nH]c(=O)c3ccccc23)cc1	9	-1	6	-12	0.2	-7	-3	1
54	CCCCSc1nnc(CCC)n1N	23	-12	-9	-2	-1.4	-1	-2	0
55	O=C(Cc1ccc(Cl)cc1)SCc1ccccc1	13	11	-6	-6	1.8	12	-5	0
56	COCCNC(=O)CCC1CCN(Cc2ccc(-c3ccccc3)cc2)CC1	8	-5	4	-1	-0.1	-3	-1	-1
57	CC1([N+](=O)[O-])COC(c2cccc3ccccc23)OC1 (stereo unspecified)	5	-11	nt	nt	-0.3	-11	-5	1
58	COc1cc(/C=C2\C(=O)ON=C2c2ccccc2)cc(Cl)c1O	0	-1	5	4	36	-7	7	-9
59	CCc1ccccc1NC1=NCC(=O)N1Cc1ccc(OC)cc1	14	-7	-6	-4	-0.3	2	4	1
60	CCOc1ccccc1NC(=S)NC(=O)C1CCCCC1	5	21	-5	-2	0.9	8	3	-3
61	Cc1cc(C)n(C(=O)CN2C(=O)CCC2=O)n1	5	-3	-15	10	-1.4	-1	-1	3
62	Cc1c(C(=O)O)oc2c1/C(=N\O)CCC2	19	-18	-10	6	2.0	2	-10	-4
63	COc1ccc2c(c1)CC/C(=C\C=C\c1ccccc1OC)C2=O	-128	13	-1	1	0.4	-2	23	-1
64	CCOC(=O)C1CCN(C(=O)c2cc3cc(F)ccc3[nH]2)CC1	7	3	-10	2	-0.8	1	0	0
65	COc1ccccc1C(=O)NCCC(=O)Nc1cccc(C)n1	-2	-3	-9	5	-0.8	-7	-3	1
66	O=C1NCC(c2ccccc2)C1C(=O)N/N=C\c1ccc(-c2cccc(Cl)c2Cl)o1 (stereo unspecified)	-175	12	-17	1	-20	-27	-2	2
67	O=C(Nc1cc(C(F)(F)F)ccc1-n1cncn1)c1ccc(F)cc1Cl	13	1	-10	2	0.0	-2	-5	1

Compound activity: PubChem BioAssay, Sanford-Burnham Center for Chemical Genomics
